SW480 rereplic: A quantitative high throughput screen for small molecules that induce DNA re-replication in SW480 colon adenocarcinoma cells. SW480 DNA re-replication, Hoechst DNA content imaging, 48 h. Potency, µM (series often up to 46.1 µM), for the others: at the top dose re-replication activation, most hits filed as activators. 340,000 tested, 1.8% active. AID 624297, 2012; also: % of control where 0% means no effect; nearly all actives have a fitted effect of over 55% in size
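First, 250 cells per well were seeded. Next, compound or vehicle (23 nL) was pinned in, plates sat 48 hr at 37 C. Finally Hoechst was added for 40 min before fluorescence scanning.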
MCF10A rereplic: A quantitative high throughput screen for small molecules that induce DNA re-replication in MCF 10a normal breast cells | Potency, µM (doses to about 46.1 µM), for the others: at the top dose activity, positive = re-replication, most hits filed as activators | MCF 10A DNA re-replication, Hoechst nuclear intensity, 48 h | 350,000 tested, 2.9% active | AID 624296, 2012; also: % of control where 0% means no effect; nearly all actives have a fitted effect of over 50% in size
Active calls of the source: *; ? = inconclusive; [ ] = dose if it differs, or a comment. Calls follow the shape of the dose curve; as a rule, active = well fitted activation curve with a large enough effect; inconclusive = small, poorly fitted or top-dose-only effect; inactive = no such curve, though single readings can be large or run the other way. Potency is read from the fitted curve at half-maximal effect. A portion of the library. The share of hits here may be higher or lower than overall.

Structure,SW480 rereplic,MCF10A rereplic
NC(Cc1ccc(Oc2ccc(O)cc2)cc1)C(=O)O (stereo unspecified),-15%,20%
C=C1/C(=C\C=C2/CCC[C@]3(C)[C@@H]([C@H](C)/C=C/[C@@H](O)C4CC4)CC[C@@H]23)C[C@@H](O)C[C@@H]1O,0%,?
Cc1ccccc1C1C2=C(Nc3[nH]n(-c4ccccc4)c(=O)c31)c1ccccc1C2=O (stereo unspecified),3%,?
COCC(=O)Nc1c(I)c(C(=O)NC[C@@H](O)CO)c(I)c(C(=O)N(C)C[C@@H](O)CO)c1I,-9%[20.6 µM],-6%[20.6 µM]
Cc1nc2sccn2c(=O)c1CCN1CCC(=C(c2ccccc2)c2ccc(F)cc2)CC1,15%,5.2µM*
O=C(O)[C@H]1C[C@@H](CP(=O)(O)O)CCN1,1%,-2%
Cc1nc(NC(=O)COc2ccc(Cl)cc2)sc1C(=O)N(C)C,-2%,?
COC(=O)C/C=C/[C@@H](C)[C@@H](/C=N/O[C@H](C)c1cn([C@@H]2COC[C@H]2O)nn1)NS(=O)(=O)c1ccc(C)cc1,14%,11%
CNC(=O)C(N)CSC(C)C1=C(C)c2cc3[n-]c(cc4nc(cc5[n-]c(cc1n2)c(C)c5CCC(=O)O)C(CCC(=O)O)=C4C)c(C)c3C(C)SCC(N)C(=O)NC.[Fe+2] (stereo unspecified),-9%,4%
CC(C)NCCCCOc1ccccc1-c1ccccc1,19%,29%
CS(=O)(=O)OCC(O)C(O)COS(C)(=O)=O (stereo unspecified),19%,20%
CC1(C(=O)O)CCC2(C)CCC3(C)C(=CC(=O)C4C5(C)CCC(O)C(C)(C)C5CCC43C)C2C1 (stereo unspecified),3%,27µM*
O=C(Cc1csc(-c2ccccc2)n1)NCc1ccccc1F,-1%,?
O=C(CN1CCN(c2ccc(O)cc2)CC1)NC1CCCc2ccccc21 (stereo unspecified),?,?
COc1ccc(O[C@H]2C=C[C@@H](c3ccccc3)O[C@@H]2CO/N=C(\C)CCN2CCCCc3nc(C)c(C)cc32)cc1,?,?
CN(Cc1ccccc1)Cc1ccccc1,0%,1%
CCOC(=O)c1c(C)[nH]c(C(=O)Nc2ccc(C)c(Cl)c2)c1C,-2%,-6%
CC(C)(C)c1ccc(CN2CCN([C@H](c3ccccc3)c3ccc(Cl)cc3)CC2)cc1,15%,?
CO/N=C(/C(=O)N[C@@H]1C(=O)N2C(C(=O)O)=CCS[C@H]12)c1csc(N)n1,0%,1%
CC(/C=C/c1ccc2c(c1)OCO2)=N/NC(=O)C1COc2ccccc2O1 (stereo unspecified),11%,27%
CCCCCCCCCCCCCCCCCC(=O)OCC(C)O (stereo unspecified),-2%,2%
CC(C)(Oc1ccc(C2CCCc3ccccc32)cc1)C(=O)O (stereo unspecified),-11%,-2%
Cc1occc1-c1nnc(SCC(=O)N2CCN(c3ccccc3F)CC2)n1C,-3%,?
CC1C/C=C/C=C/C=C/C=C/C(O[C@@H]2O[C@H](C)[C@@H](O)[C@H](N)[C@@H]2O)CC2OC(O)(CC(O)CC3OC3/C=C/C(=O)O1)CC(O)C2C(=O)O (stereo partly specified),2%,23%
CCOC(=O)N1c2ccccc2C=CC1OCC (stereo unspecified),-13%,2%
CCCC[C@H](CC)CN1CN(C[C@@H](CC)CCCC)CC(C)(N)C1,3%[20.6 µM],-1%[20.6 µM]
COC(=O)c1cc(CNC(=O)c2cccc(Cl)c2Cl)ccc1OC,2%,12%
CCc1ccc(NC(=S)NNC(=O)c2ccccc2OC(F)F)cc1,24%,?
C=C1CC[C@H](O)C/C1=C/C=C1\CCC[C@]2(C)[C@@H]([C@H](C)CC[C@@H](O)C(C)(C)O)CC[C@@H]12,21%,?
COc1ccc(C[C@@](C)(N)C(=O)O)cc1OC,-3%[20.6 µM],0%[20.6 µM]

Structure,SW480 rereplic,MCF10A rereplic
O=C(O)c1ccccc1-c1c2ccc(=O)cc-2oc2cc(O)ccc12,-4%,-2%
CCCCCCCC1=CC2=CC(=O)C(C)(OC(C)=O)C(=O)C2=CN1CCc1ccccc1 (stereo unspecified),0%,7%
CCc1ccc2c(c1)N(C[C@H](C)CN(C)C)c1ccccc1S2,?,15%
COc1ccc2c(c1)O[C@@H](c1ccc3c(c1)OCO3)[C@H](OC(=O)Nc1cc(OC)c(OC)c(OC)c1)C2=O,16µM*,3.7µM*
CC(C)CCCC(C)C1CC(=O)C2=C3CCC4CC(O)CCC4(C)C3CCC21C (stereo unspecified),2%,?
COc1ccc(CC(N)C(=O)NC2C(CO)OC(n3cnc4c(N(C)C)ncnc43)C2O)cc1 (stereo unspecified),?,?
O=C(O)CN(CCN(CC(=O)O)CC(=O)O)CC(=O)O,1%,0%
CCN1C(=O)[C@H]2[C@H]3[C@H](O)[C@H](O)C/C(=N\O[C@H](C)c4cn([C@H](CO)Cc5ccccc5)nn4)[C@@H]3CC[C@H]2C1=O,-4%,11%
Nc1ncn(C2C[C@H](O)[C@@H](CO)O2)c(=O)n1 (stereo partly specified),?,13%
COC(=O)[C@@H]1CC[C@H](C)[C@@H](c2ccc(C)cc2)N1C(=O)c1ccc(/C=N/OCC[C@@H]2C=C[C@H](OC(C)=O)[C@@H](COC(C)=O)O2)cc1,21%,7%
NC(CSSCC(N)C(=O)O)C(=O)O (stereo unspecified),-3%,-1%
CCSc1nnc(NC(=O)C2CCN(S(=O)(=O)c3c(C)c(C)cc(C)c3C)CC2)s1,0%,-3%
CC(C)OC(=O)Nc1ccc2nc(-c3cscn3)[nH]c2c1,5.3µM*,9.4µM*
Oc1cccc(O)c1O,0%,-13%
O=C1[C@@H]2Cc3c([nH]c4ccccc34)[C@@H](c3ccccc3)N2C(=O)[C@@H]2Cc3c([nH]c4ccccc34)[C@@H](c3ccccc3)N12,23µM*,?
CCN[C@@H]1CN(CCCOC)S(=O)(=O)c2sc(S(N)(=O)=O)cc21,-6%[20.6 µM],-2%[20.6 µM]
C=Cc1ccc(S(=O)(=O)O)cc1,-3%,-7%
[O]=[Bi][O][Bi]=[O],-1%,3%
COC(=O)[C@@]1(Cc2ccc(OC)cc2)[C@H]2c3cc(C(=O)N4CCCC4)n(Cc4ccc(C)o4)c3C[C@H]2CN1C(=O)c1ccccc1,?,?
C1OCOCO1,-2%,1%
Nc1nc2[nH]cc(CCc3ccc(C(=O)NC(CCC(=O)O)C(=O)O)cc3)c2c(=O)[nH]1 (stereo unspecified),-4%,9%
C=CC(N)CCC(=O)O (stereo unspecified),-5%[1.84 µM],-4%
Oc1cc2cc(CCN3CCN(c4nsc5ccccc45)CC3)c(Cl)cc2[nH]1,-5%,16%
CC12C=CC(=O)C=C1[C@@H](F)CC1C2C(O)CC2(C)C1CC[C@]2(O)C(=O)CO (stereo partly specified),-3%,13%
CC(C)c1ccccc1NC(=O)c1ccc(CN(c2ccccc2)S(=O)(=O)c2ccccc2)cc1,-4%,3%
C[C@H](O)[C@@H]1C(=O)N2C(C(=O)O)=C(SCCN=CN)C[C@@H]12,-3%[20.6 µM],4%[20.6 µM]
Fc1ccccc1Nc1nc2c(s1)CCc1ccccc1-2,2%,?
COc1ccc(O[C@H]2C=C[C@@H](c3ccccc3)O[C@@H]2CO/N=C(\C)CCN2CCc3nc(-c4ccccc4)c(-c4ccccc4)cc3C2)cc1,?,?
Cc1cn([C@H]2CC(F)[C@@H](CO)O2)c(=O)[nH]c1=O (stereo partly specified),0%,16%
Cc1ccccc1CNc1ncnc2c1ncn2C1OC(CO)C(O)C1O (stereo unspecified),-3%,13%

Results follow in this order: SW480 rereplic | MCF10A rereplic
> Cc1onc(-c2c(F)cccc2Cl)c1C(=O)N[C@@H]1C(=O)N2[C@H]1SC(C)(C)[C@H]2C(=O)O
  -9% | -3%
> CCCCCOC(=O)Nc1nc(=O)n(C2O[C@H](C)[C@@H](O)[C@@H]2O)cc1F (stereo partly specified)
  -6% | 0%
> CC(O)C(N)C(=O)O (stereo unspecified)
  -7% | 0%
> CN(C)[C@H]1C(=O)C(C(=O)NCN2CCCC2)=C(O)[C@]2(O)C(=O)C3=C(O)c4c(O)cccc4[C@@](C)(O)[C@H]3C[C@@H]12
  -1%[20.6 µM] | -2%[20.6 µM]
> CCCCCCN(C(=O)CCCCCN1C(=O)NC(c2ccc(-c3ccccc3)cc2)C(C(=O)OCc2ccccc2)=C1C)C(C(=O)NCCCC)c1ccc(OCC(=O)OC)cc1 (stereo unspecified)
  5% | 4%
> CNC1CCc2cc(OC)c(OC)c(OC)c2-c2ccc(OC)c(=O)cc21 (stereo unspecified)
  0.12µM* | 0.075µM*
> COc1ccc(-n2c(=S)[nH]c3sc4c(c3c2=O)CCc2ccccc2-4)cc1
  -6% | -4%
> OCC1O[C@@H](O[C@@H]2C(CO)OC(O)C(O)C2O)C(O)C(O)C1O (stereo partly specified)
  -4% | 1%
> COc1ccc(/C=C(\C#N)C(=O)OCC(=O)NCc2ccc(Cl)cc2)cc1
  0% | 4%
> COc1ccc(-c2noc(CC(=O)O)c2-c2ccc(OC)cc2)cc1
  ? | -8%

Results follow in this order: SW480 rereplic | MCF10A rereplic
> CC1=CCC2CC1C2(C)C (stereo unspecified)
  -5% | 4%
> COC(=O)C1C2CC3c4[nH]c5cc(OC)ccc5c4CCN3CC2CC(OC)C1OC (stereo unspecified)
  2% | 22%
> CC(=O)OCC1O[C@@H](O[C@@H]2C[C@H]3C(C)(C)[C@H](OC(C)=O)CC[C@]3(C)[C@H]3CC[C@]45C[C@]4(CC[C@H]5[C@@H](C)C[C@@H](O)[C@H](O)C(C)(C)O)[C@@]32C)[C@H](O)[C@@H](O)[C@@H]1O (stereo partly specified)
  21µM* | 7.3µM*
> CC(=O)O[C@]1(C(C)=O)CCC2C3CCC4=CC(=O)CCC4(C)C3(F)C(O)CC21C (stereo partly specified)
  -15% | 4%
> O=C(O)c1cc(O)c2c(c1)[O][Bi][O]2
  0% | 1%
> O=S(=O)(O)C1CCNCC1
  -2% | 0%
> O=P(O)(O)CP(=O)(O)O
  -5% | -2%
> NC[C@@H]1O[C@H](OC2[C@@H](CO)O[C@@H](OC3[C@H](O)[C@H](N)C[C@H](N)[C@H]3OC3O[C@H](CO)[C@@H](O)[C@H](O)[C@@H]3N)[C@H]2O)C(N)[C@H](O)[C@@H]1O (stereo partly specified)
  0% | -3%
> CC(CNC(=O)c1cccnc1)NC(=O)c1cccnc1 (stereo unspecified)
  0% | -1%
> NCCCC(N)CC(=O)NC1CNC(=O)C(C2CC(O)N=C(N)N2)NC(=O)/C(=C/NC(N)=O)NC(=O)C(CO)NC(=O)C(CO)NC1=O (stereo unspecified)
  -4% | -1%

An excerpt of these results, with each value named.
Structure: COC(=O)C1C2CC3c4[nH]c5cc(OC)ccc5c4CCN3CC2CC(OC)C1OC (stereo unspecified)
  SW480 rereplic: 2% | MCF10A rereplic: 22%
Structure: CC(=O)OCC1O[C@@H](O[C@@H]2C[C@H]3C(C)(C)[C@H](OC(C)=O)CC[C@]3(C)[C@H]3CC[C@]45C[C@]4(CC[C@H]5[C@@H](C)C[C@@H](O)[C@H](O)C(C)(C)O)[C@@]32C)[C@H](O)[C@@H](O)[C@@H]1O (stereo partly specified)
  SW480 rereplic: 21µM* | MCF10A rereplic: 7.3µM*
Structure: CC(=O)O[C@]1(C(C)=O)CCC2C3CCC4=CC(=O)CCC4(C)C3(F)C(O)CC21C (stereo partly specified)
  SW480 rereplic: -15% | MCF10A rereplic: 4%
Structure: O=C(O)c1cc(O)c2c(c1)[O][Bi][O]2
  SW480 rereplic: 0% | MCF10A rereplic: 1%

The results go on.
Results follow in this order: SW480 rereplic | MCF10A rereplic
> CO[C@]1(NC(=O)[C@H](C(=O)O)c2ccc(O)cc2)C(=O)N2C(C(=O)O)=C(CSc3nnnn3C)CO[C@H]21
  1%[20.6 µM] | -7%[20.6 µM]
> CC(/C=C/C=C(\C)C(=O)O[C@@H]1O[C@H](CO[C@@H]2O[C@H](CO)[C@@H](O)[C@H](O)[C@H]2O)[C@@H](O)[C@H](O)[C@H]1O)=C\C=C\C=C(C)\C=C\C=C(/C)C(=O)O[C@@H]1O[C@H](CO[C@@H]2O[C@H](CO)[C@@H](O)[C@H](O)[C@H]2O)[C@@H](O)[C@H](O)[C@H]1O
  -3% | 0%
> CCC(C)CCCCC(=O)NC(CCN)C(=O)NC(C(=O)NC(CCN)C(=O)NC1CCNC(=O)C(C(C)O)NC(=O)C(CCN)NC(=O)C(CCN)NC(=O)C(CC(C)C)NC(=O)C(Cc2ccccc2)NC(=O)C(CCN)NC1=O)C(C)O (stereo unspecified)
  11% | ?
> CCc1cccc(NC(=O)CSc2nc3c(c(=O)[nH]2)CCCC3)c1
  -1% | -35%[inhibitor]
> CC[C@H](C)[C@H](N)C1=N[C@H](C(=O)N[C@@H](CC(C)C)C(=O)N[C@@H](CCC(=O)O)C(=O)N[C@@H](C(=O)N[C@H]2CCCCNC(=O)[C@@H](CC(N)=O)NC(=O)[C@@H](CC(=O)O)NC(=O)[C@@H](Cc3cnc[nH]3)NC(=O)[C@@H](Cc3ccccc3)NC(=O)[C@@H]([C@@H](C)CC)NC(=O)[C@@H](CCCN)NC2=O)[C@@H](C)CC)CS1
  -6%[20.6 µM] | -2%[20.6 µM]
> NC(=O)CC[C@@H]1NC(=O)[C@H](CO)NC(=O)c2cc([N+](=O)[O-])cc(I)c2NCC[C@@H](C(N)=O)NC(=O)[C@H](Cc2ccc(O)cc2)NC1=O
  4% | 3%
> CCC(C)C(=O)OC1CC(O)C=C2C=CC(C)C(CCC(O)CC(O)CC(=O)O)C21 (stereo unspecified)
  9% | 16%
> O=C(OCCN1C(=O)c2cccc3c(N4CCOCC4)ccc(c23)C1=O)c1cc(Cl)cc(Cl)c1
  -3% | 10%
